NSD2 block: inhibitors of human NSD2 methyltransferase. 44,000 compounds, 0.07% hits. inhibition, % at 12.5 µM. NSD2-SET H3K36me1 DELFIA fluorescence, biochemical. O96028; in the data active means inhibition above about 54%, passing the limit was not always enough; inconclusive means no clear call, values can overlap the other calls;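 further: inhibitors reduce the monomethyl H3K36 fluorescence signal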
Target sequence (O96028 whole entry, looked up): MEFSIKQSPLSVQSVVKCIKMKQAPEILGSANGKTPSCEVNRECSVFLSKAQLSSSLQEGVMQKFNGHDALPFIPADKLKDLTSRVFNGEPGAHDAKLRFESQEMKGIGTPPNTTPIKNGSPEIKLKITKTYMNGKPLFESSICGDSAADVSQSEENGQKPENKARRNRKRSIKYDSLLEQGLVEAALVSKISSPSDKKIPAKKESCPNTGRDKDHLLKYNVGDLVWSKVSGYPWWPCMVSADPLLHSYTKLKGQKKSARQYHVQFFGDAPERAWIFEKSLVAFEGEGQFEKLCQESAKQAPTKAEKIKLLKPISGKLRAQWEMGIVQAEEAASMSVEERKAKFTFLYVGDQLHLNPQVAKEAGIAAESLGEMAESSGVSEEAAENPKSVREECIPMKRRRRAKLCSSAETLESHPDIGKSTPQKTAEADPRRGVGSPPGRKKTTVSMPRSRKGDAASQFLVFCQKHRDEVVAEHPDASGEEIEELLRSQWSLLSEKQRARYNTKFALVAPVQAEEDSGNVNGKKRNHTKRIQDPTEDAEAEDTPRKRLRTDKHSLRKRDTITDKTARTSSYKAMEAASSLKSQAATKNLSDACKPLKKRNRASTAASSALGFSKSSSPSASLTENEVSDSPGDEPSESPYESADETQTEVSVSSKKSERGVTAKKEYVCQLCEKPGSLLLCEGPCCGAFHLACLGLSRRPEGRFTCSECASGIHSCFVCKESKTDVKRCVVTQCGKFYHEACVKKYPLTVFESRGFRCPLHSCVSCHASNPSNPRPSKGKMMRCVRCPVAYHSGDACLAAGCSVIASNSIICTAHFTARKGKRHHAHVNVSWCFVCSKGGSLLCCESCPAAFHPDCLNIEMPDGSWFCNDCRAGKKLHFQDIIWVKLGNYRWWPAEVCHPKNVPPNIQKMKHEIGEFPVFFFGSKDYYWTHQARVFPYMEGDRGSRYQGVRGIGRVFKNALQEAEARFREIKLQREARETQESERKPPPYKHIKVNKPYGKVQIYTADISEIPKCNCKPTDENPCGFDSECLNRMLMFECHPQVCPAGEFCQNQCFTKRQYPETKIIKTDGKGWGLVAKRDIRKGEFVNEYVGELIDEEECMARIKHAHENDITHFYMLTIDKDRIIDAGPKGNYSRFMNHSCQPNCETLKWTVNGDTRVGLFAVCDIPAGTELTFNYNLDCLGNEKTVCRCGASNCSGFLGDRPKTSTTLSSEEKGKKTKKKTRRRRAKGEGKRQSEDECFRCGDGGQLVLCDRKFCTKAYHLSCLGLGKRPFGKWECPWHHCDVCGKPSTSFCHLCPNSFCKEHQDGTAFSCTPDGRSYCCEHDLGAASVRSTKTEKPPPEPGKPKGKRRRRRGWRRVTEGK
Starred values were filed as active, the others as inactive; ? = inconclusive. These rows are one share of the data, so the mix of outcomes need not match the whole.

SMILES | NSD2 block
C[C@H]1CCCCO[C@@H](CN(C)C(=O)c2ccccc2)[C@@H](C)CN([C@@H](C)CO)C(=O)c2cc(NC(=O)CCC(F)(F)F)ccc2O1 | -4
COCC#Cc1cnc2c(c1)C(=O)N([C@H](C)CO)C[C@H](C)[C@@H](CN(C)C(=O)Nc1ccccc1OC)O2 | 1
CCCNC(=O)N(C)C[C@H]1Oc2cc(C#CCOC)ccc2S(=O)(=O)N([C@H](C)CO)C[C@H]1C | -2
C[C@H](CO)N1C[C@H](C)[C@@H](CN(C)Cc2ccc(F)cc2)Oc2ncc(-c3cncnc3)cc2C1=O | 1
C=C1[C@H]2CC[C@@]3(C)[C@H](c4ccoc4)OC(=O)C[C@]13O[C@H]1C[C@H](O)C(C)(C)[C@H](CC(=O)OC)[C@]12C | -1
C[C@H](CO)N1C[C@H](C)[C@@H](CN(C)Cc2ccc(Oc3ccccc3)cc2)Oc2ccc(NC(=O)Nc3ccccc3)cc2CC1=O | 4
CC(C)CC#Cc1ccc2c(c1)O[C@H](CN(C)C(=O)Cc1ccncc1)[C@H](C)CN([C@H](C)CO)S2(=O)=O | -7
C[C@@H]1CN([C@@H](C)CO)C(=O)c2cccc(NS(=O)(=O)c3cccs3)c2O[C@@H]1CN(C)Cc1ccc(C(=O)O)cc1 | 14
Cc1cc(OCc2noc(CSc3ccc(C(F)(F)F)cn3)n2)cc(C)c1Cl | 0
CN(Cc1ccccc1)CC(O)CC(O)c1ccccc1 (centres undefined) | 1
Cc1noc(C)c1NC(=O)Nc1ccc2c(c1)CC(=O)N([C@H](C)CO)C[C@@H](C)[C@H](CN(C)S(=O)(=O)c1ccc(Cl)cc1)O2 | -4
COc1cccc(-c2cnc3c(c2)C(=O)N([C@@H](C)CO)C[C@H](C)[C@@H](CN(C)Cc2ccncc2)O3)c1 | 12
C[C@@H]1CN([C@H](C)CO)C(=O)c2cccc(NC(=O)CCCCCC(=O)Nc3ccccc3N)c2O[C@@H]1CN(C)Cc1ccc(Cl)c(Cl)c1 | 0
COc1ccc(NC(=O)N(C)C[C@@H]2Oc3ccc(NS(=O)(=O)c4cccs4)cc3CC(=O)N([C@@H](C)CO)C[C@H]2C)cc1 | -4
C[C@@H]1CN([C@@H](C)CO)S(=O)(=O)c2ccc(Br)cc2O[C@@H]1CN(C)S(=O)(=O)c1ccccc1 | -8
CC(C)C#Cc1cnc2c(c1)C(=O)N([C@@H](C)CO)C[C@@H](C)[C@H](CN(C)C(=O)Nc1ccc(F)cc1)O2 | -2
Cc1ccc(S(=O)(=O)Nc2cccc3c2O[C@@H](CN(C)Cc2ccc(C(=O)O)cc2)[C@H](C)CN([C@@H](C)CO)C3=O)cc1 | 1
C[C@H](CO)N1C[C@H](C)[C@H](CN(C)S(=O)(=O)c2cccs2)OCCCC[C@H](C)Oc2ccc(NC(=O)CCC(F)(F)F)cc2C1=O | -7
Cc1noc(C)c1NC(=O)Nc1ccc2c(c1)CC(=O)N([C@H](C)CO)C[C@@H](C)[C@H](CN(C)S(=O)(=O)c1c(C)noc1C)O2 | -2
CCCC#Cc1cnc2c(c1)C(=O)N([C@@H](C)CO)C[C@H](C)[C@H](CN(C)C(=O)c1ccccc1)O2 | ?

Part of the list above in order of heavy-atom count, rising.
SMILES | NSD2 block
CN(Cc1ccccc1)CC(O)CC(O)c1ccccc1 (centres undefined) | 1
Cc1cc(OCc2noc(CSc3ccc(C(F)(F)F)cn3)n2)cc(C)c1Cl | 0
C[C@@H]1CN([C@@H](C)CO)S(=O)(=O)c2ccc(Br)cc2O[C@@H]1CN(C)S(=O)(=O)c1ccccc1 | -8
CCCNC(=O)N(C)C[C@H]1Oc2cc(C#CCOC)ccc2S(=O)(=O)N([C@H](C)CO)C[C@H]1C | -2
CCCC#Cc1cnc2c(c1)C(=O)N([C@@H](C)CO)C[C@H](C)[C@H](CN(C)C(=O)c1ccccc1)O2 | ?
C[C@H](CO)N1C[C@H](C)[C@@H](CN(C)Cc2ccc(F)cc2)Oc2ncc(-c3cncnc3)cc2C1=O | 1
CC(C)C#Cc1cnc2c(c1)C(=O)N([C@@H](C)CO)C[C@@H](C)[C@H](CN(C)C(=O)Nc1ccc(F)cc1)O2 | -2
C[C@@H]1CN([C@@H](C)CO)C(=O)c2cccc(NS(=O)(=O)c3cccs3)c2O[C@@H]1CN(C)Cc1ccc(C(=O)O)cc1 | 14
COc1ccc(NC(=O)N(C)C[C@@H]2Oc3ccc(NS(=O)(=O)c4cccs4)cc3CC(=O)N([C@@H](C)CO)C[C@H]2C)cc1 | -4
Cc1noc(C)c1NC(=O)Nc1ccc2c(c1)CC(=O)N([C@H](C)CO)C[C@@H](C)[C@H](CN(C)S(=O)(=O)c1ccc(Cl)cc1)O2 | -4
C[C@H]1CCCCO[C@@H](CN(C)C(=O)c2ccccc2)[C@@H](C)CN([C@@H](C)CO)C(=O)c2cc(NC(=O)CCC(F)(F)F)ccc2O1 | -4
C[C@H](CO)N1C[C@H](C)[C@@H](CN(C)Cc2ccc(Oc3ccccc3)cc2)Oc2ccc(NC(=O)Nc3ccccc3)cc2CC1=O | 4

Next section:
SMILES | NSD2 block
COc1ccc([Si](C)(C)[C@@H]2[C@@H](CCO)O[C@]3(C(=O)N4c5c(cc(OC)cc53)C(C)=CC4(C)C)[C@H]2C)cc1 | 1
C[C@@H](O)C#Cc1cnc2c(c1)C(=O)N([C@@H](C)CO)C[C@H](C)[C@H](CN(C)C(=O)Cc1ccccn1)O2 | -6
C[C@@H]1CN([C@@H](C)CO)C(=O)c2cc(NS(=O)(=O)c3ccc(F)cc3)ccc2O[C@@H]1CN(C)Cc1ccc(Cl)c(Cl)c1 | -9
C[C@@H]1CN([C@@H](C)CO)C(=O)c2cc(NC(=O)Nc3cccc4ccccc34)ccc2O[C@@H]1CN(C)Cc1ccccc1 | 6
C[C@@H]1CN([C@@H](C)CO)C(=O)c2cc(C#Cc3cccc(F)c3)cnc2O[C@@H]1CN(C)CC1CCOCC1 | -3
CO[C@H]1O[C@H](CO)[C@@H](OC(=O)Nc2ccccc2)[C@H](OC(=O)Nc2ccccc2-c2ccccc2)[C@@H]1OC(=O)Nc1ccccc1-c1ccccc1 | -7
C[C@H]1CN([C@@H](C)CO)C(=O)Cc2cc(NS(=O)(=O)c3ccc(Cl)cc3)ccc2O[C@@H]1CN(C)C(=O)NC1CCCCC1 | -5
COCC(=O)N(C)C[C@H]1Oc2cc(C#C[C@H](C)O)ccc2S(=O)(=O)N([C@H](C)CO)C[C@@H]1C | 0
CCOC(=O)c1cc(C(=O)OC)c(C)nc1N1CCCN(Cc2ccc(F)cc2)CC1 | 1
C[C@H]1CN([C@@H](C)CO)C(=O)c2cc(NC(=O)Cc3ccccc3)ccc2O[C@@H]1CN(C)Cc1ccc(Cl)c(Cl)c1 | 3
O=C(C[C@H]1C[C@@H]2c3cc(NS(=O)(=O)c4ccc(F)cc4)ccc3O[C@@H]2[C@@H](CO)O1)NCc1ccccn1 | 2
C[C@@H]1CN([C@H](C)CO)C(=O)c2cc(NC(=O)Nc3ccc(C(F)(F)F)cc3)ccc2O[C@@H](C)CCCCO[C@@H]1CN(C)Cc1ccc(C(=O)O)cc1 | -4
O=C(C[C@H]1C[C@H]2c3cc(NC(=O)c4cccnc4)ccc3O[C@H]2[C@@H](CO)O1)NC1CCCCC1 | 12
C[C@H](CO)N1C[C@H](C)[C@H](CN(C)S(=O)(=O)c2ccccc2)Oc2ccc(NC(=O)NC3CCCCC3)cc2CC1=O | -1
COc1ccc(S(=O)(=O)N(C)C[C@H]2Oc3ccc(NS(=O)(=O)c4cn(C)cn4)cc3CC(=O)N([C@H](C)CO)C[C@H]2C)cc1 | 6
COc1ccc(NC(=O)N(C)C[C@@H]2OCCCC[C@H](C)Oc3ccc(NS(=O)(=O)c4c(C)noc4C)cc3C(=O)N([C@@H](C)CO)C[C@H]2C)cc1 | 2
CC(Oc1ccc(Cl)cc1Cl)/C(N)=N/O (centres undefined) | -7
C[C@H]1CN([C@@H](C)CO)C(=O)c2cccc(N(C)C)c2O[C@H]1CN(C)S(C)(=O)=O | 2
O=C(N[C@@H]1CC[C@@H](CC(=O)N2CCc3ccccc3C2)O[C@H]1CO)C1CCC1 | 1
Cc1ccc(OC(=O)N(C)C[C@H]2OCc3cn(nn3)CCCC(=O)N([C@H](C)CO)C[C@H]2C)cc1 | 6
C[C@@H]1CCCCO[C@@H](CN(C)S(=O)(=O)c2ccc(Cl)cc2)[C@H](C)CN([C@@H](C)CO)C(=O)c2cc(NS(=O)(=O)c3ccccc3)ccc2O1 | -8
CCC(=O)N(C)C[C@H]1Oc2ncc(-c3ccc(C#N)cc3)cc2C(=O)N([C@@H](C)CO)C[C@H]1C | 10
COc1ccc(NC(=O)Nc2ccc3c(c2)[C@@H]2C[C@H](CC(=O)NC4CCCC4)O[C@@H](CO)[C@@H]2O3)cc1 | -1
C[C@H](CO)N1C[C@H](C)[C@H](CN(C)S(=O)(=O)c2ccc(Cl)cc2)Oc2ccc(NC(=O)CCCCCC(=O)Nc3ccccc3N)cc2CC1=O | 0
COc1ccc(-c2cnc3c(c2)C(=O)N([C@H](C)CO)C[C@@H](C)[C@H](CN(C)C(=O)CN(C)C)O3)cc1 | 2
COc1ccc(NC(=O)N(C)C[C@@H]2OCc3cn(nn3)CCCC(=O)N([C@@H](C)CO)C[C@H]2C)cc1 | 2
C[C@H](CO)N1C[C@H](C)[C@@H](CN(C)C)Oc2ccc(NC(=O)Nc3ccc(F)cc3)cc2C1=O | 4
C[C@H](CO)N1C[C@H](C)[C@H](CN(C)C(=O)C2CCC2)Oc2cc(-c3ccccc3)ccc2S1(=O)=O | -1
CC(C)NC(=O)Nc1ccc2c(c1)C(=O)N([C@@H](C)CO)C[C@H](C)[C@@H](CN(C)S(=O)(=O)c1ccccc1)OCCCC[C@@H](C)O2 | -4
C[C@@H]1CN([C@H](C)CO)C(=O)c2cccc(NC(=O)NC3CCCCC3)c2O[C@H]1CN(C)Cc1ccc(C(=O)O)cc1 | 1
C[C@H](CO)N1C[C@H](C)[C@H](CN(C)S(=O)(=O)c2ccc(Cl)cc2)Oc2ccc(NS(=O)(=O)c3cccs3)cc2C1=O | -61
C[C@H]1CCCCO[C@H](CN(C)C(=O)NC2CCCCC2)[C@@H](C)CN([C@@H](C)CO)C(=O)c2cc(NS(=O)(=O)c3ccc(F)cc3)ccc2O1 | -2
COc1ccc(S(=O)(=O)Nc2ccc3c(c2)C(=O)N([C@@H](C)CO)C[C@H](C)[C@@H](CN(C)Cc2ccc(Cl)c(Cl)c2)OCCCC[C@@H](C)O3)cc1 | 12
C[C@@H]1CN([C@@H](C)CO)C(=O)c2cc(-c3ccc(C(=O)N(C)C)cc3)cnc2O[C@@H]1CN(C)C | 2
COc1ccc(NC(=O)Nc2ccc3c(c2)CC(=O)N([C@H](C)CO)C[C@@H](C)[C@@H](CN(C)C(=O)Nc2ccccc2)O3)cc1 | ?
C[C@H](CO)N1C[C@H](C)[C@H](CN(C)C(=O)CN(C)C)Oc2cc(C3=CCCC3)ccc2S1(=O)=O | -3
COc1ccc(NC(=O)Nc2ccc3c(c2)CC(=O)N([C@@H](C)CO)C[C@H](C)[C@H](CN(C)S(=O)(=O)c2cccs2)O3)cc1 | -2
C[C@H]1CN([C@@H](C)CO)C(=O)c2cc(C#CCN(C)C)cnc2O[C@H]1CN(C)S(=O)(=O)c1ccccc1 | -3
C[C@H]1CN([C@@H](C)CO)C(=O)c2cc(NC(=O)C3CC3)ccc2O[C@H]1CN(C)C | 3
C[C@@H]1CN([C@H](C)CO)C(=O)c2cccc(NC(=O)c3ccncc3)c2O[C@H]1CN(C)Cc1ccc2c(c1)OCO2 | 3
COc1ccc(S(=O)(=O)Nc2ccc3c(c2)C(=O)N([C@H](C)CO)C[C@@H](C)[C@H](CN(C)S(=O)(=O)c2cccs2)O3)cc1 | 1
C[C@H](CO)N1C[C@H](C)[C@H](CN(C)C(=O)c2cccnc2)Oc2cc(C3=CCCC3)ccc2S1(=O)=O | -3
C[C@H]1CN([C@@H](C)CO)S(=O)(=O)c2ccc(C#CC3(O)CCCC3)cc2O[C@H]1CN(C)C(=O)Cc1ccncc1 | -1
Cc1noc(C)c1S(=O)(=O)Nc1ccc2c(c1)C(=O)N([C@H](C)CO)C[C@@H](C)[C@@H](CN(C)S(=O)(=O)c1ccc(F)cc1)OCCCC[C@H](C)O2 | -4
C[C@H]1CN([C@@H](C)CO)C(=O)c2cc(C#Cc3ccncc3)cnc2O[C@@H]1CN(C)C(=O)CN(C)C | 9
Cc1ccc(S(=O)(=O)N(C)C[C@@H]2Oc3ccc(NC(=O)Nc4cccc5ccccc45)cc3CC(=O)N([C@@H](C)CO)C[C@@H]2C)cc1 | 2
COC(=O)CCCCCCC(=O)N/N=C/c1ccc(C)o1 | 3
CC(C)C#Cc1cnc2c(c1)C(=O)N([C@H](C)CO)C[C@H](C)[C@H](CN(C)C(=O)Nc1ccccc1F)O2 | -4
C[C@H]1CN([C@@H](C)CO)C(=O)c2cccc(NS(=O)(=O)c3ccccc3)c2O[C@@H]1CN(C)S(=O)(=O)c1ccc(F)cc1 | 10
Cc1noc(C)c1NC(=O)Nc1ccc2c(c1)C(=O)N([C@@H](C)CO)C[C@@H](C)[C@@H](CN(C)C(=O)Nc1c(C)noc1C)O2 | 2
C[C@@H]1CCCCO[C@@H](CN(C)C(=O)C2CCCCC2)[C@H](C)CN([C@H](C)CO)C(=O)c2cc(NS(=O)(=O)c3ccccc3)ccc2O1 | -2
C[C@@H]1O[C@@H](O[C@H]2[C@@H]3C=CO[C@@H](O[C@@H]4O[C@H](CO)[C@@H](O)[C@H](O)[C@H]4O)[C@@H]3[C@@]3(CO)O[C@@H]23)[C@H](OC(=O)/C=C/c2ccccc2)[C@H](OC(=O)/C=C/c2ccccc2)[C@H]1O | -7
C[C@@H]1CN([C@@H](C)CO)C(=O)c2cccc(NC(=O)c3cnccn3)c2O[C@H]1CN(C)CC1CCCCC1 | -1
CNC[C@H]1Oc2cc(-c3cccc(C(=O)N(C)C)c3)ccc2S(=O)(=O)N([C@H](C)CO)C[C@@H]1C | -6
COCC(=O)Nc1ccc2c(c1)[C@H]1C[C@H](CC(=O)NCc3cccnc3)O[C@H](CO)[C@H]1O2 | 4
CCCN(C)C[C@@H]1Oc2ncc(Br)cc2C(=O)N([C@@H](C)CO)C[C@H]1C | -4

Screening results (PubChem BioAssay)
